Cneo AK release: Cryptococcus neoformans lysis via adenylate kinase release; C. neoformans lysis, adenylate kinase release luminescence, 4 h; normalised: neutral wells 0, clomiphene wells 100; lysis activity, % at 15 µM; 360,000 tested, 0.2% active; AID 651654;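 active = mean lysis activity across replicates of at least 80%, whatever share of replicates individually reach that level; inactive = mean lysis activity below 80%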
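read-out = cell lysis signal | test system = log-phase Cryptococcus neoformans yeast cells | input = cells at 5 × 10^6 per mL | medium = fresh YPD growth medium | signal = luminescent adenylate kinase detection reagent | timing = 4 h at 37 °C static, read 1 h later | dosing = single dose | controls = Clomiphene as positive lysis control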
SIRT5 inh: blocks human SIRT5 desuccinylation of peptide. AID 652115. inhibition, % at 15 µM. Purified SirT5, succinyl-peptide AMC, trypsin-coupled fluorescence. 330,000 tested, 1.1% active; in the data active = inhibition above about 15%; inconclusive = no clear call, values can overlap the other calls
Target sequence (Q9NXA8 whole entry, looked up): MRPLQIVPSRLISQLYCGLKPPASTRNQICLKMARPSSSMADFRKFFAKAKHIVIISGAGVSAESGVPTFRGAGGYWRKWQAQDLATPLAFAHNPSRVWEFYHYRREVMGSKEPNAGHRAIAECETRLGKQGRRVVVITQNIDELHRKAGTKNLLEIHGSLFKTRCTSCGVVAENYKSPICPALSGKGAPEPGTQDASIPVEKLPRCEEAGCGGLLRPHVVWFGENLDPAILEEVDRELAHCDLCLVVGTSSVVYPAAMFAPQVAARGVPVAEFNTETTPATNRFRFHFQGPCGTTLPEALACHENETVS
Statin myotox sup: suppressors of simvastatin-induced myotoxicity in C2C12 myotubes; rescue of ATP level, % at 7.49 µM; 330,000 tested, 0.78% active; ATP luminescence, 48 h; scaled: DMSO 0, geranylgeraniol control 100; AID 602340;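 active = mean ATP rescue above about 67%, or every replicate alone reaching that limit, limit read from the data, passing the limit was not always enough; inconclusive = no clear call, values can overlap the other calls; inactive = mean under the limit and some replicate under it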;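 note: myotubes were challenged with 10 µM simvastatin during compound exposure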
ERp5 inh: inhibitors of human ERp5; Q15084; ERp5 insulin aggregation, absorbance 650 nm, 90 min; inhibition, % at 9.99 µM; 350,000 tested, 0.05% active;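 active = mean replicate inhibition above about 25%, with every replicate also reaching it, limit read from the data, passing the limit was not always enough; inconclusive = only one of those two criteria met; inactive = neither criterion met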
Target sequence (Q15084 whole entry, looked up): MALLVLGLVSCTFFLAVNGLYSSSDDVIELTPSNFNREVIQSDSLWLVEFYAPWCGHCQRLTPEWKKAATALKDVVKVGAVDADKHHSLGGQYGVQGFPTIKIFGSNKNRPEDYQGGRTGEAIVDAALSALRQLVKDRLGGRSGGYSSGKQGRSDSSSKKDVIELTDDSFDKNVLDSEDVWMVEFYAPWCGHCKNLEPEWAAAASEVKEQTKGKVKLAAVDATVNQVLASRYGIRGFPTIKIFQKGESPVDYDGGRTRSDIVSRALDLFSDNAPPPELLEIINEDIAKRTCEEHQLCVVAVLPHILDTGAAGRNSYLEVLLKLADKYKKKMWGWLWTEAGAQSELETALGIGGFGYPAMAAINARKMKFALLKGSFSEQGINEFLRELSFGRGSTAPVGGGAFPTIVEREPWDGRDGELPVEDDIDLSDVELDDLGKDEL
miR-122 sensor: blocks miR-122 activity in Huh7 sensor cells | activation (reporter increase), % at 12.5 µM | 340,000 tested, 0.3% active | Huh7 miR-122 Renilla luciferase sensor, 48 h; neutral wells = 0, positive control = 100;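 active = mean replicate activation score at least 90 and every replicate individually at or above 90; inconclusive = only one of the two criteria met; inactive = neither criterion met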;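 note: higher luciferase means less miR-122 activity so hits act as miR-122 inhibitors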
ARNT-TACC3 inh: ARNT/TACC3 interaction disruption | AlphaScreen His-ARNT PAS-B/GST-TACC3 binding, luminescence; TACC3 fragment carries E629A point mutation | Q9Y6A5 | inhibition, % at 9.99 µM | 390,000 tested, 0.66% active | AID 623870;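 active = mean inhibition of replicates at least 50% and at least half of replicates each reaching 50%; inconclusive = half or more replicates reach 50% but mean below 50%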;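 note: 0% = complete ARNT plus TACC3 wells and 100% = ARNT alone without TACC3; many hits fall short of the cut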
esBAF inh: inhibitors of esBAF chromatin remodeling in mouse ES cells. Bmi1-luciferase knock-in reporter, 24 h; 100% = twice the neutral-well signal. reporter increase, % at 12.5 µM. 350,000 tested, 2% active. AID 602393; in the data active = activation above about 40%; inconclusive = no clear call, values can overlap the other calls;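 note: 0% = median of the plate's neutral control wells and 100% = double that signal; a rise in the Bmi1 reporter signal indicates esBAF inhibition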
The depositor's hits bear a star; ? = inconclusive; . = not tested or not shown; [ ] = another dose, or the depositor's remark.

SMILES	Cneo AK release	SIRT5 inh	Statin myotox sup	ERp5 inh	miR-122 sensor	ARNT-TACC3 inh	esBAF inh
CC(C)CC1C(=O)N(Cc2cn(Cc3ccco3)nn2)CCS(=O)(=O)N1Cc1ccc(-c2cccc(N(C)C)c2)cc1 (stereo not drawn)	-2	2	9	4	-1	.	4
C[C@@H]1CN([C@@H](C)CO)C(=O)c2cccc(NS(=O)(=O)c3cn(C)cn3)c2O[C@@H]1CN(C)Cc1ccncc1	-3	9	-18	11	-1[16.7 µM]	1	-8
O=C(Cc1n[nH]c(=O)[nH]c1=O)N/N=C/c1ccccc1	-1	.	-1	-1	-1	-4	1
COCCCNC1=C(C#N)C(=O)NC(c2cccs2)S1 (stereo not drawn)	-1	.	-4	3	2	.	7
CCN(CC)CCCN(C(C)=O)c1nc(-c2cc(OC)ccc2OC)cs1	2	.	-12	.	-2	-1	-8
O=C(NCCC(=O)N(Cc1ccco1)Cc1cccs1)c1ccc([N+](=O)[O-])cc1	-3	-2	10	2	0	4	-2
Cc1cccc(C(=O)Nc2ccc(C(=O)Nc3ccc(O)cc3)cc2)c1	1	-1	25	4	.	-6	-6
O=C(NC(=S)Nn1cnnc1)c1ccccc1Br	.	-4	.	0	.	-1	.
O=C(NNS(=O)(=O)c1ccccc1F)c1sccc1-n1cccc1	.	9	.	-3	3	-7	.
O=S(=O)(/C=C/c1ccccc1)Oc1ccccc1	-2	1	-1	-1	-3	5	6
Cc1ccc(S(=O)(=O)Nc2cccc3c2O[C@H](CN(C)Cc2ccc(Oc4ccccc4)cc2)[C@@H](C)CN([C@@H](C)CO)C3=O)cc1	2	-9	-32	-1	8[16.7 µM]	3	4
CCOC(=O)N1CCN(C(=O)CSCC(=O)Nc2nc(-c3ccc4c(c3)OCO4)cs2)CC1	-1	.	122*	.	0	1	?
COc1ccc(C(=O)NCCCN2CCCC2=O)cc1	0	.	0	.	-13	0	11
CC(C)NC(=O)Nc1cccc2c1O[C@H](CN(C)C)[C@H](C)CN([C@H](C)CO)C2=O	100*	-4	-7	-2	32[16.7 µM]	.	-6
O=C(O)C(CCc1ccccn1)c1ccccc1 (stereo not drawn)	2	2	-6	1	1	2	.
CN(C(=O)COC(=O)c1cccnc1Cl)C1CCCCC1	2	-1	-2	6	-3	-2	56*
CCCNC(=O)Nc1ccc2c(c1)C(=O)N(C)[C@@H]1CC[C@@H](CC(=O)NCC3CCCCC3)O[C@H]1CO2	1	0	24	-4	-33[16.7 µM]	-1	5
Cc1ccc(S(=O)(=O)N(C)C[C@@H]2OCCCC[C@H](C)Oc3ccc(N(C)C)cc3C(=O)N([C@H](C)CO)C[C@@H]2C)cc1	.	.	19	.	-7[16.7 µM]	.	7
CCC/C(=N/NC(=O)c1cccc(Cl)c1)c1ccccc1	5	.	0	.	-4	4	13
Nc1nc(Nc2ccccc2F)nc(N2CCOCC2)c1[N+](=O)[O-]	.	5	-3	4	-2	-2	-3
Cc1noc(C)c1S(=O)(=O)Nc1cccc2c1O[C@H](CN(C)S(C)(=O)=O)[C@H](C)CN([C@H](C)CO)C2=O	3	-3	14	6	4[16.7 µM]	-4	-1
Cc1nn2cc(-c3ccc(Cl)cc3)cnc2c1Cl	1	0	-10	-1	-3	21	72*
COc1ccc(CN2C(=NC(=O)c3ccccc3)SC3CS(=O)(=O)CC32)cc1 (stereo not drawn)	-1	-7	12	0	-13	.	-3
Cc1ccc(N2C(S)=C(C#N)C(=O)NC2c2cccs2)cc1 (stereo not drawn)	.	-1	.	3	.	5	.
C=C(c1ccccc1)c1ccc(N(C)C)cc1	0	-6	1	2	.	4	20

Shown field by field: entries from further up.
CC(C)NC(=O)Nc1cccc2c1O[C@H](CN(C)C)[C@H](C)CN([C@H](C)CO)C2=O
  Cneo AK release: 100*; SIRT5 inh: -4; Statin myotox sup: -7; ERp5 inh: -2; miR-122 sensor: 32[16.7 µM]; ARNT-TACC3 inh: .; esBAF inh: -6
O=C(O)C(CCc1ccccn1)c1ccccc1 (stereo not drawn)
  Cneo AK release: 2; SIRT5 inh: 2; Statin myotox sup: -6; ERp5 inh: 1; miR-122 sensor: 1; ARNT-TACC3 inh: 2; esBAF inh: .

The results go on.
SMILES	Cneo AK release	SIRT5 inh	Statin myotox sup	ERp5 inh	miR-122 sensor	ARNT-TACC3 inh	esBAF inh
CCn1c(COc2c(C)cccc2C)nnc1SCc1nc2ccccc2c(=O)[nH]1	-2	-2	-12	-1	8	.	2
COc1ccccc1C1C2=C(COC2=O)Nc2cc3c(cc21)OCO3 (stereo not drawn)	0	.	-84	.	72	5	-10
Cc1nnc(NC(=O)c2ccccc2NC(=O)c2ccccc2)s1	-1	-1	.	-5	-2	-3	.
COc1cccc(C(=O)Nc2ccc(NC(C)=O)cn2)c1	-1	.	-22	.	0	.	29
CC(C)NC(=O)N(C)C[C@@H]1Oc2cc(C#Cc3ccc(F)cc3)ccc2S(=O)(=O)N([C@@H](C)CO)C[C@@H]1C	-4	10	38	8	3[16.7 µM]	-8	5
Cc1ccc(CNC(=O)COC(=O)c2ccc(S(=O)(=O)N3CCCC3)cc2)cc1	1	-1	-7	-3	-5	16	-7
Cc1c(C(=O)Nc2nc3ccccc3[nH]2)oc2ccccc12	.	-3	.	-9	.	-1	.
CCCc1cc(=O)oc2cc(OCC(=O)NCC3CCC(C(=O)O)CC3)ccc12 (stereo not drawn)	-1	-3	7	3	2	5	2
C[C@@H]1CN([C@H](C)CO)C(=O)c2cc(NS(=O)(=O)c3cccs3)ccc2O[C@@H](C)CCCCO[C@H]1CN(C)S(=O)(=O)c1ccc(F)cc1	-2	7	.	2	10[16.7 µM]	17	-3
COc1ccccc1CNC(=O)C[C@@H]1C[C@@H]2c3cc(NC(=O)CC4CC4)ccc3O[C@@H]2[C@H](CO)O1	2	.	0	.	0[16.7 µM]	-1	3
CCS(=O)(=O)Nc1ccc2c(c1)C(=O)N(C)C[C@@H](OC)[C@H](C)CN(CC1CCCC1)[C@H](C)CO2	-4	.	22	.	-38[16.7 µM]	-7	-4
COC(=O)c1ccc(Cl)c(NC(=O)CN2CCOCC2)c1	3	.	-8	.	1	-1	3
C[C@@H]1CN([C@H](C)CO)C(=O)c2cc(NS(=O)(=O)c3cn(C)cn3)ccc2O[C@@H](C)CCCCO[C@H]1CN(C)C	109*	1	.	-3	4[16.7 µM]	.	.
COc1ccc(C(=O)NCC(=O)OCC(=O)c2ccc3c(c2)NC(=O)CO3)cc1	.	1	.	3	.	9	.
Cc1ccc(S(=O)(=O)N(C)C[C@@H]2Oc3c(NS(=O)(=O)c4ccccc4)cccc3C(=O)N([C@@H](C)CO)C[C@H]2C)cc1	-2	-3	.	-21	-4[16.7 µM]	-5	-8
COCCNC(=S)N=Nc1c(O)[nH]c2c(C)cc(C)cc12	.	3	.	-3	.	0	.
CC1CCN(CCn2c(=S)[nH]c3cc4c(cc3c2=O)OCO4)CC1	-1	0	?	2	-2	-1	-1
COc1cccc(-c2ccc3c(c2)O[C@H](CN(C)C(=O)C2CC2)[C@H](C)CN([C@@H](C)CO)S3(=O)=O)c1	-3	-5	32	0	6[16.7 µM]	-9	.
COc1ccc(OCC(=O)NC(=S)Nc2ccc3c4c(cccc24)CC3)cc1	0	0	-106	-4	-3	.	-11
O=C(Nc1ccc(F)cc1F)Nc1csc2ccccc12	-1	-2	.	-4	-2	.	.
CN(/N=C/c1cc([N+](=O)[O-])ccc1O)c1ccccc1	.	-1	.	4	.	-4	.
O=S(=O)(c1ccc(F)cc1)N1CCC2(CC1)OCCN2S(=O)(=O)c1cccs1	1	-7	9	-2	33	2	1
COc1ccccc1CNC(=O)c1oc2ccc(S(=O)(=O)N3CCOCC3)cc2c1C	-2	3	-7	2	-4	4	-4
C/C=C/c1ccc([C@H]2[C@H](CO)N[C@H]2CN(CC(C)C)C(=O)c2ccccn2)cc1	7	-2	-54	0	-33[16.7 µM]	4	4
Cc1ccc(C)c(CC(=O)N2CCCC(c3cc(C(=O)NCc4cccnc4)no3)C2)c1 (stereo not drawn)	0	.	13	7	-6	.	0
SMILES	Cneo AK release	SIRT5 inh	Statin myotox sup	ERp5 inh	miR-122 sensor	ARNT-TACC3 inh	esBAF inh
COCC#Cc1cnc2c(c1)C(=O)N([C@@H](C)CO)C[C@@H](C)[C@H](CN(C)C(=O)C1CC1)O2	18	5	17	4	-2[16.7 µM]	-3	.
Oc1ccc(Cl)cc1CNCc1ccc(Cl)cc1	2	-2	5	2	3	-7	1
COc1ccccc1OCCn1c(CO)nc2ccccc21	-1	.	7	.	1	-11	13
COc1cccc(C(=O)Nc2ccc3c(c2)C(=O)N(C)[C@H]2CC[C@H](CC(=O)N[C@H](C)c4ccccc4)O[C@H]2CO3)c1	-1	0	53	1	-4[16.7 µM]	-6	11
CC(C)NC(=O)N(C)C[C@@H]1OCCCC[C@@H](C)Oc2ccc(NS(=O)(=O)c3ccc(Cl)cc3)cc2C(=O)N([C@H](C)CO)C[C@@H]1C	-2	-3	.	0	15[16.7 µM]	-3	-6
C[C@H](O)C#Cc1ccc2c(c1)O[C@H](CN(C)C)[C@H](C)CN([C@H](C)CO)S2(=O)=O	0	-2	0	3	-2[16.7 µM]	4	-3
C[C@@H]1CN([C@H](C)CO)C(=O)c2cc(NS(=O)(=O)c3cccs3)ccc2O[C@H]1CN(C)S(=O)(=O)c1ccc(F)cc1	-4	3	.	-4	-3[16.7 µM]	-12	-4
O=C(CCCN1C(=O)c2cccc3cccc(c23)C1=O)NCCN1CCOCC1	.	-1	.	-5	.	-1	.
C[C@@H]1CN([C@H](C)CO)C(=O)c2cccc(NC(=O)c3ccncc3)c2O[C@@H]1CN(C)Cc1ccncc1	-3	-6	1	-7	-3[16.7 µM]	-2	-8
O=C(CCN1CCCCC1)NCC[C@H]1CC[C@H](NC(=O)Nc2ccc(F)cc2)[C@@H](CO)O1	1	-1	1	4	.	-10	-3
CC(O)(c1ccc(F)c(F)c1)c1nc(-c2cccc(C(F)(F)F)c2)cs1 (stereo not drawn)	4	.	-1	-1	0	.	-3
Cc1cc(NC(=O)CS(=O)(=O)c2ccc(F)cc2)no1	-3	-5	.	6	.	-10	.
CCN(CC)CCN(C(=O)/C=C/c1cccs1)c1nc2ccc(C)cc2s1	39	8	11	4	1	6	-27
COCc1nnc(NC(=O)c2ccccc2Oc2ccccc2)s1	-2	-4	21	3	3	-2	-1
N#C[C@H]1[C@@H](c2ccc(C3=CCCCC3)cc2)[C@@H](CO)N1C(=O)C1CCOCC1	-2	-5	-9	3	.	-2	-8
COc1ccc(C(CNC(=O)CSc2ccccc2C)N(C)C)cc1 (stereo not drawn)	5	-4	5	4	-4	8	-1
C[C@@H]1CN([C@H](C)CO)C(=O)c2cc(NC(=O)Nc3cccc4ccccc34)ccc2O[C@@H](C)CCCCO[C@H]1CN(C)C	.	.	-31	.	-7[16.7 µM]	.	-8
O=C(C[C@H]1CC[C@@H]2[C@H](COC[C@H](O)CN2Cc2ccc(C(F)(F)F)cc2)O1)N1CCc2ccccc2C1	-1	1	-34	3	-2[16.7 µM]	-1	13
Cc1cccc(-c2noc(CN(C)C(=O)c3ccoc3C)n2)c1	0	-7	-8	2	-2	9	21
O=C1c2ccccc2S(=O)(=O)N1CC1CC(c2ccc(Cl)cc2)=NO1 (stereo not drawn)	-2	.	.	.	11	-6	.
O=C(NC[C@H]1[C@H](c2ccccc2)[C@H](CO)N1CC1CCCC1)c1cccnc1	0	.	10	.	21[16.7 µM]	.	4
CC(C)CC(NC(=O)OC(C)(C)C)c1cn([C@@H](Cc2ccc(O)cc2)C(=O)N2CCN(C(=O)OC(C)(C)C)CC2)nn1 (stereo partly drawn)	-1	.	2	2	-7	-9	4
CCN(CC)CCCNC(=O)CNC(=O)c1nn(-c2ccc(OC)cc2OC)c(=O)c2ccccc12	1	.	2	1	-9	.	0
CCCCNC(=O)Cn1cnc2c(cnn2-c2ccc(C)cc2)c1=O	0	-4	5	-12	.	-10	-7
NC(=O)CSc1nnc(-c2ccc(S(=O)(=O)N3CCCC3)cc2)n1Cc1ccco1	.	5	23	9	4	3	-1
